# Screening results as filed in PubChem BioAssay.
# MazF activator: activators of E. coli MazEF toxin-antitoxin RNase; P0AE70; FAM/BHQ RNA-DNA oligo cleavage fluorescence, 5 h; activation, % at 20 µM; actives 0.32% (n = 350,000); in the data active = activation above about 50%
# Target sequence (P0AE70 whole entry, looked up): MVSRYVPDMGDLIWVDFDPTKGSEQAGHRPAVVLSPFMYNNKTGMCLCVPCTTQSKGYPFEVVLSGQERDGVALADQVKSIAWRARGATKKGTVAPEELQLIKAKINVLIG
# BoNT A protease: blocks Botulinum neurotoxin A light chain protease; multiplex microsphere protease substrate cleavage, flow cytometry; inhibition, % at 10 µM; actives 0.17% (n = 360,000); AID 588499; note: plate controls were buffer without enzyme for full effect and enzyme alone for no effect
# SARS 3CLpro inh: SARS-CoV 3CLpro protease inhibition; P0C6X7; recombinant SARS-CoV 3CLpro, quenched FRET peptide cleavage; inhibition, % at 6 µM; actives 0.14% (n = 290,000); in the data active = inhibition above about 12%
# CCHFV vOTU inh: blocks the CCHF virus ovarian tumor domain protease; inhibition, % at 11.5 µM; actives 0.55% (n = 370,000); CCHFV vOTU protease, Pep-AMC fluorescence; in the data active = inhibition above about 30%; note: 0% = vehicle wells with enzyme and 100% = no enzyme wells
# DUSP3 inh: inhibitors of human VHR1 phosphatase (DUSP3) | inhibition, % at 13.3 µM | actives 0.52% (n = 290,000) | P51452 | recombinant VHR phosphatase, pNPP absorbance; in the data active = inhibition above about 50%; note: some compounds called inactive have numbers as strong as hits
# Target sequence (P51452 whole entry, looked up): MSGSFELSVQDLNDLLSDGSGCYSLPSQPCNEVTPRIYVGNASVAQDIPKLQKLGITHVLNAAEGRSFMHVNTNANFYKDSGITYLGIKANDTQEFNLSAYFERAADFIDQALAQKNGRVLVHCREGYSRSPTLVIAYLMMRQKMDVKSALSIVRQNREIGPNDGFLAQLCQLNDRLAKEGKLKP
# Anthrax LF inh2: anthrax lethal factor protease inhibition; actives 0.12% (n = 360,000); AID 588501; P15917; multiplex microsphere protease cleavage assay, LF; inhibition, % at 10 µM; note: plate controls were buffer without enzyme for full effect and enzyme alone for no effect
# Rv3671c protease: inhibits the M. tuberculosis serine protease Rv3671c; P9WHR9; inhibition, % at 5.96 µM; actives 0.048% (n = 320,000); AID 2606; in the data active = inhibition above about 38%;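 note: extracellular domain of Rv3671c used as enzyme; 0% = enzyme with DMSO and 100% = no enzyme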
# Target sequence (P9WHR9 whole entry, looked up, the tested form may be a part): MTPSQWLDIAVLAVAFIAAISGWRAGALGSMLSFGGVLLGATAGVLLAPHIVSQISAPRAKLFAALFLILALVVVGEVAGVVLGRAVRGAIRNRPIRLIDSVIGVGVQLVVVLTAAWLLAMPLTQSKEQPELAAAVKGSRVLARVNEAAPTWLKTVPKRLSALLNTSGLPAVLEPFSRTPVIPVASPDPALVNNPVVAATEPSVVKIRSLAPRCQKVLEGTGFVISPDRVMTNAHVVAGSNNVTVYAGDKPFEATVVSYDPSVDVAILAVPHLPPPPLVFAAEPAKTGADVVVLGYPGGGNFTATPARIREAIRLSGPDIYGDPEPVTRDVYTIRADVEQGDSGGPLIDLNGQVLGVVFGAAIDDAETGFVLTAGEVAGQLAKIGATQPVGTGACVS
# PrPC TRFRET: cell surface PrPC inhibition, primary TR-FRET screen. P04156. TR-FRET read-out. inhibition, % at 13.8 µM. actives 0.43% (n = 370,000); in the data active = inhibition above about 24%; note: 0% = median of the test wells and 100% = reference compound wells
# BoNT F protease: inhibitors of Botulinum neurotoxin F light chain protease | Multiplex microsphere protease cleavage assay, flow cytometry | actives 0.22% (n = 360,000) | inhibition, % at 10 µM | AID 588497; in the data active = inhibition above about 35%, passing the limit was not always enough; note: plate controls were buffer without enzyme for full effect and enzyme alone for no effect
# PriA SSB inh: inhibitors of Klebsiella pneumoniae PriA binding to SSB C-terminal tail; AlphaScreen SSBct-PriA binding, biotinylated peptide; inhibition, % at 33 µM; actives 0.6% (n = 430,000); in the data active = inhibition mostly above about 37%, no sharp cut-off; inactive = mostly below about 20%;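 note: plate controls were negative control peptide for no effect and reference peptide for full effect; strong numbers were not always called active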
# * hit, by the source's call; . = no result given. Cut-off read from the data, not from the text of the source, unless noted: active = inhibition above about 30%; inconclusive = no clear call, values can overlap the other calls; inactive = below that. Some of the compounds tested; count on the stated rates, not on these rows.
# Value order – MazF activator, BoNT A protease, SARS 3CLpro inh, CCHFV vOTU inh, DUSP3 inh, Anthrax LF inh2, Rv3671c protease, PrPC TRFRET, BoNT F protease, PriA SSB inh
- CCCC(C)C(=O)Nc1ccc(Cl)cc1Cl (configuration not stated)
  1, -0.9, -5, 5, 47, 0, 2, 3, -2, -24
- CCN1C[C@@H]2[C@@H]3C(=O)N(Cc4ccccc4)C(=O)[C@@H]3[C@](Cc3ccccc3)(C1=O)N2C(=O)c1ccccc1
  1, 0.0, ., -12, ., 0, ., -2, -6, -59
- Cn1c(SCC(=O)c2ccc(F)cc2)nc2cccnc21
  -9, -1.5, 4, 9, 18, -9, -9, 2, -24, 3
- c1ccc(-c2cncn2-c2ccccc2)cc1
  -3, -0.4, ., -4, ., -6, -3, 12, -1, 14
- COCCN(CC(=O)Nc1cccc(C)c1C)C(=O)Cn1c(=O)cnc2ccccc21
  10, -0.5, ., 0, ., -4, 1, 5, 0, -9
- C=CCOc1ccc(/C=C/C(=O)OC(C)C(=O)Nc2ccc(NC(C)=O)cc2)cc1 (configuration not stated)
  1, -1.6, ., -4, ., -10, -4, 5, -12, 3
- COC(=O)C1CSC(C(=O)OC)N1C(=O)CN1CCN(c2ccc(OC)cc2)CC1 (configuration not stated)
  -2, -3.2, 2, -5, 6, 0, -18, -6, -12, 2
- CCn1c(/C=N/n2cnnc2)nc2ccccc21
  3, 0.1, -5, -38, 36, 0, 7, 2, -6, .
- CCOC(=O)c1ccc(NC(=O)CCc2ccc(C)o2)cc1
  2, 0.3, 4, 1, 1, -2, -12, 2, -4, -4
- C[C@@]12C(=O)N(CC3CC3)CC(=O)N1[C@H](/C=C/c1ccccc1)[C@@H]1C(=O)N(c3ccccc3)C(=O)[C@@H]12
  3, 0.2, -10, 0, 17, 2, -3, 4, -1, 3
- O=C1CSC(c2cccnc2)N1Cc1ccc(Cl)cc1Cl (configuration not stated)
  -3, 0.6, 3, -4, 32, 2, 0, 1, 1, -16
- CCOC(=O)c1c(C)c(C)n(Cc2cccc(OC)c2OC)c1C
  -1, -0.4, -1, 9, -8, 1, -1, 5, -5, -2
- COc1ccc(Cl)cc1C(=O)Nc1ccc(S(=O)(=O)N2CCCC2)cc1
  -5, 0.1, -5, -15, -2, -2, -4, -3, 2, 4
- COc1ccc(C)cc1NC(=O)NNC(=O)C(C)Oc1ccc([N+](=O)[O-])cc1 (configuration not stated)
  0, -0.7, -3, 3, 10, 7, 3, -8, -7, 2
- O=C(NCc1ccccc1)C(=O)NCC1CCCN1S(=O)(=O)c1cccs1 (configuration not stated)
  3, 1.9, ., -3, ., -4, 5, -2, -11, -7
- O=C(CSc1ncccn1)c1ccccc1Br
  9, -1.0, -4, 4, -5, -3, -4, 11, -6, 1
- O=C(Nc1ccccc1OC(F)F)c1ccc(N2CCCC2=O)cc1
  -3, -0.7, ., -4, ., -2, ., 3, 0, .
- Clc1cccc(-c2cc3nc4c(c(NCc5ccco5)n3n2)CCCC4)c1
  -6, -0.6, 3, -6, 24, -1, 0, 2, 2, 6
- COc1ccccc1NC(=S)NNC(=S)Nc1ccc(OC(F)F)cc1
  -15, -0.4, 0, 4, 48, -3, 7, 7, -2, 17
- Cc1cc(C)c(CN2CCN(C(=O)Cn3ccc(N)nc3=O)CC2)c(C)c1
  9, 0.0, ., 6, ., -3, 5, -1, 0, -17
- CC(C)CC(=O)N1CCN(C(=O)c2ccc(-c3ccccc3)cc2)CC1
  -21, -0.2, 3, -2, 35, -20, 4, -3, 0, -10
- Nn1c(Cc2ccccc2)nnc1Cc1ccccc1
  4, -0.7, ., 2, ., -7, ., 6, -11, -1
- CC(OC(=O)c1ccccc1C(=O)N(C)C1CCCCC1)C(=O)NC1(C#N)CCCCC1 (configuration not stated)
  -2, ., ., -6, ., ., 10, -5, ., 6
- Cc1cccc2sc(N(CCN(C)C)C(=O)/C=C/c3cccs3)nc12
  7, 0.3, -2, 9, 18, -1, 7, 1, 10, 29
- COc1ccc(-n2ncc3c(N4CCN(c5cc(C)ccc5C)CC4)ncnc32)cc1
  0, 0.3, 0, -9, 12, 7, -7, 3, 14, 1
- COc1ccccc1NS(=O)(=O)c1cc(NC(=O)CCC2CCCC2)ccc1N1CCOCC1
  6, -0.5, -2, -3, -6, -6, -25, -4, -4, 0
- O=C(CNC(=O)c1cn2ccccc2n1)Nc1ccc(F)c(F)c1
  -5, 1.8, ., -4, ., 2, -1, 3, 9, -14
- Cc1sc2ncn(CC(=O)NCC3COc4ccccc4O3)c(=O)c2c1S(=O)(=O)N1CCOCC1 (configuration not stated)
  7, 0.7, 7, -6, 22, -1, 0, -3, -2, -17
- COC(=O)C(Cc1ccccc1)NC(=O)CCC(=O)NC(C)CCc1ccccc1 (configuration not stated)
  -22, 2.3, 5, 5, -8, -2, 4, -4, -24, -8
- O=S(=O)(Nc1ccc2cn[nH]c2c1)c1cc(Br)ccc1Br
  1, 0.0, ., 17, ., 0, -6, -5, -3, -6

# Record cards (already shown):
# `COc1ccccc1NS(=O)(=O)c1cc(NC(=O)CCC2CCCC2)ccc1N1CCOCC1` across the screens: MazF activator = 6; BoNT A protease = -0.5; SARS 3CLpro inh = -2; CCHFV vOTU inh = -3; DUSP3 inh = -6; Anthrax LF inh2 = -6; Rv3671c protease = -25; PrPC TRFRET = -4; BoNT F protease = -4; PriA SSB inh = 0
# `COC(=O)C(Cc1ccccc1)NC(=O)CCC(=O)NC(C)CCc1ccccc1` (configuration not stated) across the screens: MazF activator = -22; BoNT A protease = 2.3; SARS 3CLpro inh = 5; CCHFV vOTU inh = 5; DUSP3 inh = -8; Anthrax LF inh2 = -2; Rv3671c protease = 4; PrPC TRFRET = -4; BoNT F protease = -24; PriA SSB inh = -8
# `CC(OC(=O)c1ccccc1C(=O)N(C)C1CCCCC1)C(=O)NC1(C#N)CCCCC1` (configuration not stated) across the screens: MazF activator = -2; BoNT A protease = .; SARS 3CLpro inh = .; CCHFV vOTU inh = -6; DUSP3 inh = .; Anthrax LF inh2 = .; Rv3671c protease = 10; PrPC TRFRET = -5; BoNT F protease = .; PriA SSB inh = 6

# Going on with the list.
SMILES,MazF activator,BoNT A protease,SARS 3CLpro inh,CCHFV vOTU inh,DUSP3 inh,Anthrax LF inh2,Rv3671c protease,PrPC TRFRET,BoNT F protease,PriA SSB inh
O=c1cc(-c2ccccc2)nc2cc(-c3ccco3)[nH]n12,5,-2.7,0,5,10,10,-8,14,2,3
O=C(CCN1CCc2ccccc2C1)Nc1ccccc1,0,-0.6,4,6,30,-2,-3,-11,2,-8
C/C(=N\OCC(=O)Nn1c(=O)[nH]c2ccccc2c1=O)c1cccs1,4,-0.1,2,-6,17,1,-5,-5,-2,.
COc1cccc(NC(=O)Nc2nnc(Cc3ccccc3F)s2)c1,1,1.3,-4,4,.,-12,-7,3,-30,-7
O=C(Nc1ccc2nc(-c3ccco3)[nH]c2c1)c1ccco1,-13,0.6,6,7,28,-7,-11,6,-2,-8
CC(=O)c1ccccc1N(C(=O)c1ccco1)C(C(=O)NC1CCCC1)c1ccc(N2CCOCC2)cc1 (configuration not stated),22,0.1,2,-5,15,-3,2,5,1,-3
O=C(NC(c1ccc(Cl)cc1)c1cnccn1)C1CCN(Cc2ccccc2)CC1 (configuration not stated),.,0.2,.,5,.,-2,.,-14,-2,.
C=CCNC(=O)CN(Cc1ccccc1)S(=O)(=O)c1ccccc1,11,-1.5,-1,15,-18,-6,-7,11,4,-2
CCC(c1nnnn1Cc1ccc2c(c1)OCO2)N1CCN(c2ccccc2)CC1 (configuration not stated),-2,0.3,-2,9,13,-2,-4,-4,0,-8
O=C(COC(=O)Cc1ccccc1[N+](=O)[O-])NCc1ccc(F)cc1,5,-0.3,2,0,13,-2,2,-3,-1,4
CC(C)CC(=O)Nc1ccccc1N1CCOCC1,-3,-2.1,1,0,-11,-10,-5,-6,-38,1
COC(=O)[C@@H]1C[C@H]1[C@@H](NC(=O)c1ccccc1)c1ccccc1,10,-0.5,1,-1,16,-5,13,-3,-12,-27
O=S(=O)(c1ccccc1)N1CCCC1c1nc2ccccc2s1 (configuration not stated),-7,-0.3,3,7,-6,1,-3,4,9,-12
Cc1ccc(C(=O)C2CCN(S(=O)(=O)c3c(C)noc3C)CC2)cc1,1,0.0,-3,-3,6,1,9,-3,-2,-5
COC(=O)c1ccc(/C=N/NC(=O)C(=O)N2CCCCCC2)cc1,3,-3.0,-1,22,-15,-1,1,-7,-7,.
CC(C)n1cc(C(=O)c2ccccc2O)cc(C#N)c1=O,2,0.2,1,9,16,-5,-1,-4,-7,-5
COc1cc(C)nc(N2CCCC(C(=O)Nc3ccccc3Br)C2)n1 (configuration not stated),-4,-0.2,-1,-3,27,-2,6,-3,-4,-23
COc1ccc(S(=O)(=O)N2CCCN(CC(=O)Nc3ccc(OC)c(Cl)c3)CC2)cc1,-4,0.5,-2,-6,-6,2,-7,-3,3,1
O=C(Nc1ccc(F)c([N+](=O)[O-])c1)c1ccc2c(c1)OCCO2,9,-0.2,3,2,2,-4,-4,-19,-2,0
Cc1ccc(Cl)cc1NC(=O)c1cc(NC(=O)CCCC(=O)O)ccc1N1CCCCC1,2,-4.7,5,1,10,4,-2,-4,-7,5
COC(=O)c1ccc(Cn2cc(Cl)cn2)cc1,2,-0.9,5,-10,-7,4,-6,-6,-11,-11
Cc1ccc(S(=O)(=O)c2nc(-c3ccccc3Cl)oc2N(C)C)cc1,4,-0.9,8,11,-3,2,-10,-2,-10,-10
COc1ccc(C(=O)NCc2nnc(SCC(=O)Nc3nnc(C)s3)o2)cc1OC,3,-0.8,3,5,6,2,2,2,-17,-4
CC(=O)Nc1ccc(CCc2nc3ccccc3[nH]2)cc1,0,.,-4,-12,9,.,7,5,.,-13
O=[N+]([O-])c1ccc(NC(=S)N2CCN(c3ccc(F)cc3)CC2)cc1,4,0.4,4,10,18,2,-4,9,9,6
COc1ccc(OC)c(CN2CCCC(C(=O)c3sccc3C)C2)c1 (configuration not stated),12,-0.4,4,5,23,-1,-5,-1,1,-4
COc1ccc(C(=O)O)cc1NC(=S)NC(=O)CSc1ccc(Cl)cc1,0,-0.9,6,9,14,0,-6,8,2,-6
CCCNC(=O)c1cc2cc([N+](=O)[O-])ccc2s1,-4,-1.4,0,8,6,-1,1,-12,-9,0
O=C(CN1CCC(O)(c2ccccc2)CC1)Nc1ccc2c(c1)OCCO2,0,0.4,1,-9,22,2,4,-7,-1,5
CC(NC(=O)CNC(=O)c1sc2ccccc2c1Cl)c1ccc(S(N)(=O)=O)cc1 (configuration not stated),3,1.4,.,-3,.,0,-16,1,6,-1
